PTHR1 agonist = PTHR1 (human) receptor agonism; AID 743266; 0.075% of 410,000 active; HEK293 GP2 PTHR1 cells, GloSensor cAMP luminescence, 1 h; Potency, µM (highest dose often 115 µM), for the others: at the highest dose activation, actives largely listed as activators; Q03431; also: potency is read from the fitted curve at half-maximal effect; nearly all actives have a fitted effect of over 55% in size; some results filed as inactive show a strong effect at the top dose; inactives centre near -15; many of its hits are not listed in these tables
Target sequence (Q03431 whole entry, looked up): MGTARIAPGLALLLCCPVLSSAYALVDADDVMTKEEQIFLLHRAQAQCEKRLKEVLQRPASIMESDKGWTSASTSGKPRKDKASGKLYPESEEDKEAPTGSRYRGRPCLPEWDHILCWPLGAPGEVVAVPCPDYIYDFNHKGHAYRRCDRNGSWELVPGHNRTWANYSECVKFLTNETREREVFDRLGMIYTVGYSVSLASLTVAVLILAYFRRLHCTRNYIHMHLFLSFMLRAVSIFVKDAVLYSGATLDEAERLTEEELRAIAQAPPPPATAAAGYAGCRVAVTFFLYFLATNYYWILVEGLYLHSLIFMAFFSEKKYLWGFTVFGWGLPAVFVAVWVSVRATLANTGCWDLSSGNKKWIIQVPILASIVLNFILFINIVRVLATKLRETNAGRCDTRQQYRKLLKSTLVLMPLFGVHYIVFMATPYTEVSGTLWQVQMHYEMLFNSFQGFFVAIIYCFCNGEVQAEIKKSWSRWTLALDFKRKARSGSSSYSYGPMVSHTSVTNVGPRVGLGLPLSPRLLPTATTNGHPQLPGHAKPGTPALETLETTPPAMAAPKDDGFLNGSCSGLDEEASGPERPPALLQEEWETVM
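HEK-293-derived GP2 cells expressing PTHR1 and a GloSensor cAMP reporter, 3,000/well, plated overnight, given luciferin plus IBMX (each 0.5 mM as added) for 1 h at 37 °C, then compound for 1 h at 37 °C. Luminescence was read after 15 min at room temperature.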
IL-2 act = activates IL-2 in a cell-based reporter assay; activation, % (series mostly up to about 46 µM); IL-2 activation reporter assay, cell-based qHTS; stimulated with anti-CD3/CD4/CD28 beads; in transgenic mouse T cells; AID 652025; 0.065% of 360,000 active; in the data active = activation above about 50%; inconclusive = mostly about 30% to 49%; also: 0% is about no effect
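First, unstimulated transgenic mouse T cells were exposed to compound for 60 min. Next, anti-CD3/anti-CD4-coated beads with anti-CD28 were added. Finally, after 18 h at 37 degrees C, EGFP and DsRed were imaged.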
HEK293 tox = cytotoxicity in counter-screen for GLP-1R inverse agonists | AID 624418 | Potency, µM (series often up to 38.3 µM), without a hit: at the highest dose activity change, negative = inhibition, usual class: inhibitors | 0.13% of 410,000 active | HEK293 cAMP-luciferase reporter cells, luminescence, 24 h;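 also: loss of luciferase light is scored as toxicity; potency is read from the fitted curve at half-maximal effect; % is scaled to controls: 0 for no effect and ±100 for the full control effect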
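Compound-treated cells are incubated 24 hr at 37 deg C under 5% CO2 after a 12 hour attachment period, then luciferase detection reagent is added and luminescence is measured following 12 min at room temperature; lowered signal indicates toxicity.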
GLP1R ag = activates the human GLP-1 receptor; HEK293 GLP-1R CRE-luciferase, luminescence, 4-6 h; cells express a hypersensitive GLP-1R form; Potency, µM (top dose mostly 45.6 µM), for the others: at the highest dose activation, most hits filed as activators; 0.007% of 380,000 active; AID 624172; also: potency is read from the fitted curve at half-maximal effect; % of control where 0% means no effect
GLP-1R inv ag = acts as inverse agonist at human GLP-1 receptor; 1.6% of 410,000 active; Potency, µM (series often up to 38.3 µM), for inactives: at the top dose activity change, negative = inhibition, most hits filed as inhibitors; P43220; HEK293 GLP-1R CRE-luciferase, luminescence, 24 h; GLP-1R form is constitutively active; also: potency is read from the fitted curve at half-maximal effect; % is scaled to controls: 0 for no effect and ±100 for the full control effect; nearly all actives have a fitted effect of over 55% in size
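HEK293 cells stably co-expressing constitutively active GLP-1R and a cAMP-responsive luciferase reporter were seeded in DMEM with 10% Nu serum, given compounds after 12 h, and incubated 24 h at 37 deg C. Luminescence was then read.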
PI5P4K alpha inh = blocks human PI5P4K alpha kinase activity; PI5P4Kalpha enzyme, ADP-Glo luminescence, 60 min; hits give low values; max response, %; 1.2% of 330,000 active; AID 652105; active = max response of -50% or lower; inconclusive = between -30% and -50%; inactive = -30% or higher; also: value at the top dose of about 77 µM; % is scaled to controls: 0 for no effect and ±100 for the full control effect
Target sequence (P48426 whole entry, looked up): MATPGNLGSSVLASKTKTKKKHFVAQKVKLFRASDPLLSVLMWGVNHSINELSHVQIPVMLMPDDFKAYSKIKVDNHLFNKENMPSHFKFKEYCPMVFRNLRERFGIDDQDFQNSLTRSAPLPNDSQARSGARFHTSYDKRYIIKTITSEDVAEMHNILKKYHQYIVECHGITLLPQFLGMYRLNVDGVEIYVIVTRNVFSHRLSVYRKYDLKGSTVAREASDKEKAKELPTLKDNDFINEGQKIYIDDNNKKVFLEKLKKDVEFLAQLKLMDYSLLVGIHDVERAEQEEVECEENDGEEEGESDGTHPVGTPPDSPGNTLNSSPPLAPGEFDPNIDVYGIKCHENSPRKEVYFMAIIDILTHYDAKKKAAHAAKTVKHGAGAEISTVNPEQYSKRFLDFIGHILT
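Compounds were pin-transferred onto PI5P4Kalpha and substrate in HEPES pH 7.4 buffer with EGTA, CHAPS and 5% DMSO. ATP (5 microM final) started the reaction, which ran 60 minutes at room temperature before ADP-Glo detection.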
EPAC1 antag = blocks human EPAC1 exchange factor; EPAC1 GEF assay, Rap1b-BODIPY-GDP exchange fluorescence; Potency, µM (top dose mostly 115 µM), inactives show at the top dose activity change, negative = inhibition, actives largely listed as inhibitors; 0.14% of 360,000 active;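 also: potency is read from the fitted curve at half-maximal effect; plate controls were vehicle for no effect and positive control for full effect; nearly all actives have a fitted effect of over 50% in size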
EPAC1 ag = activates human EPAC1 exchange factor. EPAC1 agonist qHTS, biochemical assay; response scale: 100% = response to 6.5 mM cAMP. Potency, µM (doses to about 154 µM), inactives show at the top dose activation, most hits filed as activators. 0.073% of 360,000 active. AID 720707; also: potency is read from the fitted curve at half-maximal effect; nearly all actives have a fitted effect of over 60% in size
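Compounds were pinned as a concentration titration into mixtures of EPAC1 (100 nM), BODIPY-GDP-loaded Rap1B (250 nM) and GDP (50 uM). After 5 min at room temperature, fluorescence was followed for 30 min; activity was scaled to 6.5 mM cAMP.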
PLK1 PBD block = PLK1 (human) polo-box domain binding inhibition. P53350. Plk1 PBD binding of FITC phosphopeptide, fluorescence polarization. Potency, µM, without a hit: max response, negative = inhibition, actives largely listed as inhibitors. 2.8% of 360,000 active; also: potency is read from the fitted curve at half-maximal effect; series mostly up to about 57 µM; % is scaled to controls: 0 for no effect and ±100 for the full control effect; nearly all actives have a fitted effect of over 65% in size
* = called active by the depositor; i = inactive; ? = inconclusive; . = not tested or not shown; [ ] = another dose, or the depositor's remark. Unless noted, calls follow the shape of the dose curve; as a rule, active = well fitted curve in the direction sought with a large enough effect; inconclusive = small, poorly fitted or top-dose-only effect, or another doubt; inactive = no such curve, though single readings can be large; an effect the other way counts as inactive or inconclusive. The list is partial; rates above refer to the full screens.

SMILES	PTHR1 agonist	IL-2 act	HEK293 tox	GLP1R ag	GLP-1R inv ag	PI5P4K alpha inh	EPAC1 antag	EPAC1 ag	PLK1 PBD block
CCOC(=O)c1c(C)oc2c1c(C=NCCC(=O)O)c(O)c1ccccc12	i	1.4	-13%	8%	3%	-1	-11%	2%	-27%
COc1ccc([C@@H]2[C@@H]3C(=O)N(C(C)(C)C)C(=O)[C@@H]3[C@]3(Cc4ccccc4)C(=O)N(c4cccc(Cl)c4)C(=O)N23)cc1	-14%	0.8	11%	-1%	-3%	-2	2%	-1%	-13%
Cc1nnc(SCCN2C(=O)c3ccccc3C2=O)nc1C	i	0.4	0%	2%	6%	8	1%	8%	-15%
COc1ccc(NC(=O)N(C)C[C@H]2Oc3ncc(C#C[C@@H](C)O)cc3C(=O)N([C@H](C)CO)C[C@H]2C)cc1	-4%	0.0	1%	-3%	19%	0	1%	-14%	0%
O=C(CC1C[C@H](C(=O)N2CCCCC2)[C@@]2(CCc3ccccc3)c3[nH]c4ccccc4c3CCN2C1=O)NCc1ccco1 (stereo not given in full)	-25%	0.3	0%	-4%	3%	-1	12%	6%	-13%
C=CS(=O)(=O)N(Cc1ccccc1)[C@H](CO)CC(C)C	16%	0.0	-4%	7%	-5%	1	3%	-26%	-5%
Cc1ccc(C)c(N2CCN(S(=O)(=O)c3c(C(=O)N4CCCCC4)c(C)n(C)c3C)CC2)c1	-21%	-3.3	-20%	3%	?	5	3%	3%	-19%
CCCCc1ccc(NS(=O)(=O)c2cccc(C(=O)N3CCCN(C)CC3)c2)cc1	-22%	-0.1	-17%	0%	?	-1	-6%	11%	-16%
C#CCN(CC=C)C(=O)c1ccc2nc(C3CCCCC3)oc2c1	-26%	0.0	1%	23%	?	1	8%	-5%	-4%
CCN1C(=O)[C@H]2[C@@H](c3ccc(C)cc3)N3C(=O)N(c4ccccc4)C(=O)[C@@]3(Cc3ccc(Cl)cc3)[C@H]2C1=O	-22%	0.1	-12%	-2%	-11%	-5	-17%	-16%	-15%
Cc1nnc2sc(SCC(=O)Nc3nccs3)nn2c1=O	-16%	0.4	-23%	-7%	19%	-2	13%	-3%	-10%
CCOc1ccc(NCc2nnc(SCC(=O)Nc3cc(C)on3)n2-c2ccccc2OC)cc1	?	1.4	-23%	-5%	-3%	.	13%	-16%	-5%
CCOC(=O)C1=C(c2ccccc2)c2ccccc2N(S(=O)(=O)C(F)(F)F)C1C(=O)OCC (stereo not given)	-16%	-0.2	-7%	8%	?	0	4%	-12%	-3%
CCOC(=O)C1CCN(S(=O)(=O)c2cc(Br)cc3c2N(C(=O)C2CC2)CC3)CC1	i	-4.1	11%	4%	-6%	0	-11%	9%	-11%
CCc1cc2c(=O)c(-c3nc4ccccc4n3C)c(C)oc2c(CN(CC)CC)c1O	-24%[57.5 µM]	0.0	-11%	-1%	2%	-7	15%	-3%	-2%
Cc1cccc(N(C(=O)c2csnn2)C(C(=O)NCc2ccccc2)c2cccs2)c1 (stereo not given)	i	0.5	-4%	8%	-12%	0	-5%	-2%	-2%
CNCc1ccccc1OCc1ccccc1F	-1%	-0.6	3%[0.307 µM]	0%	14%[0.307 µM]	-5	9%	-7%	-7%
CS(=O)(=O)Nc1ccc(C(=O)N2CCN(c3ccccc3F)CC2)cc1	i	-1.5	-2%	-7%	1%	.	-14%	0%	-4%
COc1ccc(C(=O)Nc2ccccc2C(N)=O)cc1	-27%[57.5 µM]	-0.3	-28%	-6%	1%	.	-4%	12%	-19%
Cc1cc(C(=O)COC(=O)/C=C/c2cccc(F)c2)c(C)n1C	-22%	-0.8	-7%	11%	-6%	-11	-15%	1%	4%
Cc1ccc(NC(=O)c2ccc3c(SCC(=O)O)c4c(nc3c2)CCCC4)c(Br)c1	i	-0.8	-1%	-1%	139%[activator]	-6	15%	15%	?
O=C(Cc1cccc(NC(=O)C2CCN(C(=O)C3CCCC3)CC2)c1)Nc1cccc(C(=O)N2CCOCC2)c1	i	0.7	-5%	-3%	16%	-1	7%	4%	4%
Nc1cc2c(cc1Cl)-c1ccc([N+](=O)[O-])cc1C2=NO	i	0.4	-21%	-3%	5%	-9	-3%	4%	4%
CC(C)Nc1nc(-c2ccncc2)nc(-c2ccccc2)c1C#N	-2%	-1.8	5%	6%	11%	-5	1%	2%	4%
COc1ccc(C(=O)NCC2CCCO2)cc1S(=O)(=O)NCc1ccc(Cl)cc1 (stereo not given)	-7%	1.2	-7%	7%	-4%	1	-5%	11%	-12%
Cc1sc(NC(=O)c2cccs2)c(C(N)=O)c1C	-6%[57.5 µM]	0.6	-11%	8%	-2%	.	-4%	-6%	21µM*
O=C(Nc1ccccc1N1CCOCC1)C1=NN(c2c(F)c(F)cc(F)c2F)C(=O)CC1	-23%	-0.2	-3%	-6%	8%	-1	-8%	12%	1%
O=C(CC1C=Cc2ccccc2N1C(=O)c1ccccc1)c1ccccc1 (stereo not given)	-52%[inhibitor]	-3.8	10%	-14%	?	-2	-12%	17%	-5%
CCOCCCNc1c(CC)c(C)c(C#N)c2nc3ccccc3n12	-27%	0.9	54%[activator]	4%	13%	6	-24%	0%	-1%
Cc1cc(C)c(S(=O)(=O)NCC(=O)NCc2ccccn2)c(C)c1	i	-0.6	0%	9%	7%	-5	-3%	-4%	-14%
O=C(/C=C/c1cn(-c2ccccc2)nc1-c1ccc2c(c1)OCCO2)NCCO	-21%	1.6	-27%	5%	-1%	2	?	3%	?
O/N=C1/C2C3CC4C5C3C1C5C1(OCCO1)C42 (stereo not given)	i	-2.8	-6%	-7%	?	.	3%	-4%	-2%
CC[C@]1(C(=O)OC)[C@H]2C(=O)N(C)C(=O)[C@H]2[C@H]2CN=C(SCC3CC3)N21	i	-0.4	5%	-4%	6%	-2	-1%	6%	-19%
CC(C)N(CCC(=O)c1ccc2ccccc2c1)Cc1ccccc1	-94%	-0.4	-15%	-1%	-11%	-89*	-20%	-18%	3.4µM*
CC1Cc2nc(SCC(=O)Nc3ccc(F)cc3)n(C)c(=O)c2S1 (stereo not given)	-6%	-0.8	5%	-2%	-4%	2	3%	5%	-11%
Cc1cc(C)cc(NC(=O)Nc2ccc3c(c2)CCC3)c1	i	-1.5	2%	-2%	-14%	5	-13%	8%	-6%
CCOC(=O)COn1c(=O)c[n+]([O-])c2ccccc21	i	-0.7	-11%	-6%	8%	-2	8%	9%	4%
CCOC(=O)C1=C(C)NC2=C(C(=O)CCC2)C1c1cccnc1 (stereo not given)	i	-4.4	14%	-9%	-7%	.	3%	3%	-5%
CCOC(=O)C1CCCN(C(=O)c2ccc(C(F)(F)F)nc2C)CC1 (stereo not given)	i	2.7	5%	-4%	11%	-4	-10%	-9%	-3%
O=C(CSc1nc(=O)n2ccccc2n1)NC1CCCCC1	-13%	1.4	4%	5%	10%	-1	3%	-9%	0%

Shown as a hit in PLK1 PBD block (from the list above):
Molecule | PTHR1 agonist | IL-2 act | GLP1R ag | PI5P4K alpha inh | EPAC1 antag | EPAC1 ag | PLK1 PBD block
Cc1sc(NC(=O)c2cccs2)c(C(N)=O)c1C | -6%[57.5 µM] | 0.6 | 8% | . | -4% | -6% | 21µM*
CC(C)N(CCC(=O)c1ccc2ccccc2c1)Cc1ccccc1 | -94% | -0.4 | -1% | -89* | -20% | -18% | 3.4µM*

The main list resumes, repeating the 2 entries before the break.
SMILES	PTHR1 agonist	IL-2 act	HEK293 tox	GLP1R ag	GLP-1R inv ag	PI5P4K alpha inh	EPAC1 antag	EPAC1 ag	PLK1 PBD block
CCOC(=O)C1CCCN(C(=O)c2ccc(C(F)(F)F)nc2C)CC1 (stereo not given)	i	2.7	5%	-4%	11%	-4	-10%	-9%	-3%
O=C(CSc1nc(=O)n2ccccc2n1)NC1CCCCC1	-13%	1.4	4%	5%	10%	-1	3%	-9%	0%
CC(C)CN(C(=O)c1ccc(N2CCCC2=O)cc1)c1c(N)n(Cc2ccccc2)c(=O)[nH]c1=O	-10%	0.9	-10%	-1%	-19%	2	-20%	7%	-3%
CCOC(=O)c1cc2c(ccn2C)n1CC(=O)Nc1ccc(F)cc1	17%	0.2	-3%	2%	-26%	0	1%	1%	-13%
CCOc1ccc(C(C)=O)cc1CSc1nc(C)cc(C)n1	i	-1.6	-2%	21%	16%	1	-8%	-5%	-2%
CCCOC(=O)CSC1=C(C#N)C(c2ccccc2Cl)CC(=O)N1 (stereo not given)	-82%[inhibitor]	1.5	-3%	-3%	?	0	?	-5%	-10%
Cc1ccc(Cn2nnc3c(=O)n(CC(=O)NCc4ccccc4)cnc32)cc1	-20%	0.3	-28%	-5%	?	-1	-6%	-1%	-7%
OC[C@@H]1CN(Cc2ccccc2)C[C@H](n2cnc3c(N4CCCC4)ncnc32)O1	20%	0.0	3%	30%	25%	7	-4%	-3%	-15%
CC(=O)c1csc(COc2ccccc2)n1	i	0.1	2%	4%	19%	-2	-25%	9%	-7%
Oc1ccc(C2C(c3ccccc3)=NN=C(c3ccc(Cl)cc3)N2O)c(O)c1 (stereo not given)	-31%[inhibitor]	1.2	-23%	-28%	-29%	-25	4%	3%	-3%
CC(C)Oc1ccc(CSC(=N)N)cc1	i	-2.3	-18%	0%	0%	.	13%	-1%	-4%
CCCC(=O)Nc1cc(S(=O)(=O)N2CCCCC2)ccc1N1CCOCC1	i	-0.5	4%	8%	20%	5	-6%	10%	-7%
CCOC(=O)[C@@H]1[C@H]2COc3ccc(Br)cc3[C@@H]2N2C(=O)N(c3ccc(Br)cc3)C(=O)[C@]12C	i	-0.2	2%	-3%	?	3	8%	-4%	4%
O=[N+]([O-])c1ccc(NN=Cc2cccc3ccccc23)cc1	-1%	0.0	29%	5%	1%	4	-23%	17%	1%
CC(C)(C)c1ccc(C(=O)Oc2ccccc2CCC(=O)O)cc1	i	2.0	6%	8%	13%	9	-5%	9%	-14%
N#CCCS(=O)(=O)c1ccc(N)cc1	-1%	-4.3	3%	15%	4%	2	-28%	8%	-16%
CCN1C(=O)CC(C(=O)NC)SC1=Nc1cc(Cl)c(O)c(Cl)c1 (stereo not given)	i	-1.7	6%	0%	16%	-17	-10%	4%	-14%
